# ssDAF-12 act: activates DAF-12 receptor from parasite S. stercoralis; HEK293 ssDAF-12/GRIP1 lit1-tk-luc reporter, luminescence; % of 3 µM dafachronic acid response; activation, % at 6.8 µM; 1% of 370,000 active; AID 652126;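 active = activation above the mean over all tested compounds plus 3 SD, cut at about 0.9% in these data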;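 also: 0% = DMSO-only wells and 100% = 3 µM delta7-dafachronic acid wells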
# PLCb3 inh: PLC-beta3 (human) inhibition, primary screen | Q01970 | inhibition, % at 12.2 µM | Purified PLC-beta3, fluorogenic substrate, fluorescence | 0.18% of 370,000 active; in the data active = inhibition above about 11%;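 also: 0% = median of compound wells on plate and 100% = full blocker control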
# DAX1 inh-1: inhibitors of DAX1 repression of SF-1 activated StAR promoter. HEK293T StAR-luciferase reporter, SF-1/DAX-1 repression relief. inhibition, % at 6.8 µM. 1.1% of 370,000 active. AID 652010;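 active = inhibition above the mean over all tested compounds plus 3 SD, cut at about 3.6% in these data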;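 also: 0% = DAX-1 cells with DMSO and 100% = cells lacking DAX-1 with DMSO; higher inhibition means more luminescence from relief of DAX-1 repression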
# PG9 Ab binder: small molecules binding HIV-1 gp120 antibody PG9; TR-FRET gp120-PG9 antibody binding; inhibition, % at 6.7 µM; 0.43% of 360,000 active; AID 624416; in the data active = inhibition above about 8.5%
# DAX1 inh-2: inhibitors of human orphan nuclear receptor DAX1 (NR0B1) | HEK293 Gal4-DAX1 luciferase reporter, luminescence | inhibition, % at 6.75 µM | 0.99% of 340,000 active | AID 504766;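 active = inhibition above the mean over all tested compounds plus 3 SD, cut at about 4.2% in these data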;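 also: 0% = DAX1-transfected cells with DMSO and 100% = empty-vector control cells with DMSO; inhibition shows as a rise in luminescence from relieved DAX1 repression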
# hcDAF-12 act: activators of H. contortus DAF-12 nuclear receptor. AID 652067. 1.4% of 370,000 active. activation, % at 6.8 µM. HEK293 hcDAF-12 lit1-tk-luc reporter, luminescence; 0% DMSO, 100% Δ7-dafachronic acid;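 active = activation above the mean of all tested compounds plus 3 SD, cut at about 5.5% in these data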;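 also: 100% = response to 3 µM Δ7-dafachronic acid high control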
# SMARCA2 activ: increases SMARCA2 function in MMTV reporter cells | activation, % at 9.1 µM | 1% of 370,000 active | MG213 cells, MMTV-luciferase reporter, dexamethasone, overnight; in the data active = activation above about 7.8%;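 also: 0% = vehicle wells and 100% = reference activator wells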
# hgDAF-12 ag: agonists of H. glycines DAF-12 nuclear receptor | HEK293 GAL4-hgDAF12 UAS-luciferase reporter, agonist luminescence; normalized to butyrate control | activation, % at 6.8 µM | 1.8% of 370,000 active | AID 687014;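 active = activation above a cutoff set at the mean of all screened compounds plus 3 SD, cut at about 10% in these data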;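 also: 0% = DMSO wells and 100% = sodium butyrate wells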
# Rev-erbA mod: modulates human Rev-erb alpha binding to DNA; 0.79% of 370,000 active; Rev-erbα–FITC-DNA binding, fluorescence polarization, 90 min; activity, % at 10 µM; P20393;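 active = activity above about 14%, limit read from the data; passing the limit was not always enough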;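 also: 0% = DMSO wells with 35 nM protein and 100% = DMSO wells with 750 nM protein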
# Target sequence (P20393 whole entry, looked up): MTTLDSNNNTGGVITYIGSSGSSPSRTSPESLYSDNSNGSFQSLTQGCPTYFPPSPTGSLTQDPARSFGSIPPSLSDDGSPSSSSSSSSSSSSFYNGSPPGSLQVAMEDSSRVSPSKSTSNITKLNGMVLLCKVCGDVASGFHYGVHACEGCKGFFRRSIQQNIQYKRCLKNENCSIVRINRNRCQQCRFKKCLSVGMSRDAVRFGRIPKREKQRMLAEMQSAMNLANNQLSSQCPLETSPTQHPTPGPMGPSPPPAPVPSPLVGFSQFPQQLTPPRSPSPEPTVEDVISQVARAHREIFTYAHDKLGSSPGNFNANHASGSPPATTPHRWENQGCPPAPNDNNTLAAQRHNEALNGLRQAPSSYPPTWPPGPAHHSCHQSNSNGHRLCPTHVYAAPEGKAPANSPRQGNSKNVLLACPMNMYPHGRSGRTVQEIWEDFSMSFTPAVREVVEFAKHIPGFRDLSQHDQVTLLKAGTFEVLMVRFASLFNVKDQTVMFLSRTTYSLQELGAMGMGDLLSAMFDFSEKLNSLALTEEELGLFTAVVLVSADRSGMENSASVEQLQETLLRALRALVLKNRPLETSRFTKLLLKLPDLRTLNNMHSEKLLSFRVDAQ
# FXN GAA850 act: activators of GAA850 frataxin (FXN) promoter. HEK293 lucGAA850 FXN promoter luciferase reporter, 24 h; percent of 10 µM SAHA response. activation, % at 6 µM. 0.56% of 360,000 active. AID 540364;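 active = activation above the average of all compounds screened plus 3 SD, cutoff fixed separately per campaign, cut at about 7.5% in these data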;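 also: 0% = DMSO wells and 100% = 10 µM SAHA wells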
# sPLA2-III inh: Blocks human group III sPLA2 activity. AID 743126. Q9NZ20. QFRET BODIPY PC-A2 liposome hydrolysis, fluorescence. inhibition, % at 12.2 µM. 0.56% of 370,000 active;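 active = inhibition above mean plus 3 SD of compounds lying within the high and low control bounds, cut at about 19% in these data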;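 also: 0% = median of test compound wells and 100% = no enzyme DMSO wells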
# Target sequence (Q9NZ20 whole entry, looked up): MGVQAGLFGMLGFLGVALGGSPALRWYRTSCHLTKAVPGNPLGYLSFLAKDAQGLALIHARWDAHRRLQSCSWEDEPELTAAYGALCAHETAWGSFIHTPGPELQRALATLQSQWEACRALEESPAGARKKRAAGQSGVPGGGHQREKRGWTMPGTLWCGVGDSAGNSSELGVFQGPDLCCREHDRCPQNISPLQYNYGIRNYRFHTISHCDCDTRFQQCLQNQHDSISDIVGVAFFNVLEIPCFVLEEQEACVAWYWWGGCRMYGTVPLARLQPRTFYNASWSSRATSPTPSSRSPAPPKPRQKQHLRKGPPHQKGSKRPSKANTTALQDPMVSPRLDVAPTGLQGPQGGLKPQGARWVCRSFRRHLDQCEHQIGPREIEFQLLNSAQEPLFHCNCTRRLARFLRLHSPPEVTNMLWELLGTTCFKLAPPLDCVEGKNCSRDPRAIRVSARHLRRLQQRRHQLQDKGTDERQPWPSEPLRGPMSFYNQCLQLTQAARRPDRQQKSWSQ
# * = called active by the depositor; i = inactive; · = not tested or not shown. Not a hit list (roughly 7% active in at least one column).
SMILES,ssDAF-12 act,PLCb3 inh,DAX1 inh-1,PG9 Ab binder,DAX1 inh-2,hcDAF-12 act,SMARCA2 activ,hgDAF-12 ag,Rev-erbA mod,FXN GAA850 act,sPLA2-III inh
COc1ccc(Br)cc1-c1nc2c(c(=O)[nH]c(=O)n2Cc2ccccc2)n1C,-1.1,-1,-0.1,45*,1.2,-0.5,2,-2.8,92*,0.6,-3
O=c1[nH]cnc(O)c1N=Nc1ccccc1,-1.6,-4,0.5,-1.5,1.1,-1.4,1,4.9,-6,1.7,3
O=C(N1CCOCC1)C12CC3CC(C1)CC(n1cnc(Cl)n1)(C3)C2,-1.0,-4,0.2,-0.1,-2.1,0.1,-3,2.0,9,1.4,21*
COc1ccccc1CNC(c1ccccc1)c1ccccc1,-1.5,-1,-0.2,0.0,1.1,-3.3,-3,2.9,-1,2.7,5
O=C(N/N=C/c1cc([N+](=O)[O-])cc(Br)c1O)C12CC3CCC(CC(C3)C1)C2,-0.8,-7,0.1,1.4,3.2,-0.4,-3,3.1,-1,-0.9,11
CN(C)C(=O)CSc1nnc(C23CC4CC(CC(C4)C2)C3)o1,-0.6,-2,1.1,-0.5,2.9,0.6,1,7.4,-3,6.3,5
COc1ccc(-n2c(SCC(N)=O)nc3nc4c(cc3c2=O)COC(C)(C)C4)cc1,-1.2,-5,-0.7,-0.7,0.6,1.6,0,-1.1,-3,-0.5,1
COc1ccc(NC(=O)CN2CCN(C3c4ccccc4-c4ccccc43)CC2)c(OC)c1,-1.3,1,-0.2,-0.9,0.3,-0.2,0,2.1,-2,2.6,-1
COc1ccc(C(=O)Nc2nnc(S(=O)(=O)N(C)Cc3ccc(F)cc3)s2)cc1OC,-1.5,-11,1.4,1.1,0.2,0.2,-1,-1.6,1,1.5,2
COc1ccc(Nc2nc(-c3cccnc3)cs2)c(OC)c1,-1.6,-9,1.6,-7.1,0.1,-0.6,2,6.6,3,3.9,5

# The closing two records of the section before open the next one.
SMILES,ssDAF-12 act,PLCb3 inh,DAX1 inh-1,PG9 Ab binder,DAX1 inh-2,hcDAF-12 act,SMARCA2 activ,hgDAF-12 ag,Rev-erbA mod,FXN GAA850 act,sPLA2-III inh
COc1ccc(C(=O)Nc2nnc(S(=O)(=O)N(C)Cc3ccc(F)cc3)s2)cc1OC,-1.5,-11,1.4,1.1,0.2,0.2,-1,-1.6,1,1.5,2
COc1ccc(Nc2nc(-c3cccnc3)cs2)c(OC)c1,-1.6,-9,1.6,-7.1,0.1,-0.6,2,6.6,3,3.9,5
O=C1CCC(C(=O)OCC(=O)c2c[nH]c3ccccc23)=NN1,0.6,2,0.4,-3.3,-1.2,5.6*,3,-0.7,4,-2.5,-1
CN(C)S(=O)(=O)c1ccc(S(=O)(=O)NCc2ccc3c(c2)OCO3)cc1,-1.1,0,0.1,-0.1,0.1,-0.6,-1,0.1,-2,1.0,5
Cc1ccc(-c2nc(NCc3ccc(F)cc3)n(S(C)(=O)=O)n2)cc1,-0.7,2,0.9,-0.7,1.2,0.6,1,2.6,8,2.0,-18
Cc1ccc(S(=O)(=O)N2CCN(C(=O)COc3ccc(C)nc3[N+](=O)[O-])CC2)c(C)c1,-1.9,2,1.4,-1.2,0.2,-1.6,0,0.5,-8,2.6,-5
CC1(C)CC(=O)c2cc(OCC(=O)N3CCOCC3)ccc2O1,-1.1,i,-0.4,0.1,2.4,-0.5,-1,-0.1,-3,0.5,-1
Cc1cccc(-n2c3nc(=O)[nH]c(=O)c-3cc3cc([N+](=O)[O-])ccc32)c1,-1.8,-2,-1.3,-0.5,0.5,-1.9,-3,-4.1,-2,2.2,25*
CN[C@H]1C[C@H]2c3[nH]c4cccc(-c5ccc6c(c5)OCO6)c4c3CCN2C[C@H]1[C@H](C)O,-1.6,-35,-0.2,·,·,-1.0,1,0.6,6,·,-12
COc1ccccc1C(=O)COC(=O)c1cc(=O)[nH]c2ccccc12,-0.2,-22,1.1,5.2,0.3,1.2,1,1.8,14,0.8,6
O=C(COC(=O)CCN1C(=O)/C(=C\C=C\c2ccccc2)SC1=S)Nc1cc(F)ccc1F,-1.8,-17,-1.1,-2.1,-0.8,-3.2,-9,-5.7,0,-11,-9
CCO[C@@H]1OC(C(=O)O)=C[C@H](c2coc3ccccc3c2=O)[C@H]1CCCO,-1.1,1,0.2,0.1,1.0,-0.2,-1,3.0,1,0.0,6
Cc1c(C(=O)O)[nH]c2c1C(=O)CC(c1ccccc1)C2 (stereo unspecified),-1.2,1,0.2,-0.2,0.6,1.3,-1,-0.8,·,0.6,-2
C=CCOn1c(=O)c(=O)n(OCc2ccccc2)c2ccccc21,-1.0,-2,-0.7,2.3,0.8,-2.5,-2,-0.9,-5,0.5,-2
CC(=O)OCCC(CC(C)C)NC(=O)[C@H](CC(C)C)NC(=O)OCc1ccccc1 (stereo partly specified),-0.8,4,·,·,·,1.8,·,-0.1,4,·,6
CCN(Cc1cnn(C)c1)C(=O)c1ccc2nc(Cc3cccc(Cl)c3)oc2c1,-1.5,-6,0.0,-0.5,-0.2,-2.1,0,-1.1,6,0.9,-24
NC(=O)NC(CC(=O)Nc1cccnc1)c1cccc(Br)c1 (stereo unspecified),-1.3,-6,-0.2,-0.8,-0.6,2.6,-3,-3.2,5,2.4,-3
COc1ccc(-n2nc(C(=O)NCC(=O)N3CCC(C)CC3)c3ccccc3c2=O)cc1Cl,-0.6,-174,0.9,-0.3,0.1,2.3,5,4.8,-2,1.7,-3
CCN1C(=O)[C@H]2[C@@H](c3ccc(SC4CCCCC4)cc3)N[C@@](CC(C)C)(C(=O)OC)[C@H]2C1=O,-1.4,2,0.4,-2.9,-0.8,0.0,1,-0.2,5,0.5,-6
CCN(CC)C(=O)Nc1c(C)n(C)n(-c2ccccc2)c1=O,-0.7,3,-0.9,-0.7,0.9,-0.3,1,2.7,2,0.2,1
Cc1occc1C(=O)NC1CCCN(Cc2ccc(CC(C)C)cc2)C1 (stereo unspecified),-0.9,-4,0.3,-2.6,-0.7,1.6,-3,-1.3,1,-1.7,0
O=C(O)c1cc(S(=O)(=O)Nc2cccc3ccccc23)c(Cl)cc1Cl,0.0,-11,-0.2,0.1,1.5,3.4,-2,-0.5,6,-0.8,-11

# Quoted from the listing:
# Reading of CCN(Cc1cnn(C)c1)C(=O)c1ccc2nc(Cc3cccc(Cl)c3)oc2c1 under PLCb3 inh: -6
# Reading of O=C1CCC(C(=O)OCC(=O)c2c[nH]c3ccccc23)=NN1 under hcDAF-12 act: 5.6*
# Reading of COc1ccccc1CNC(c1ccccc1)c1ccccc1 under ssDAF-12 act: -1.5
# Reading of CCN(CC)C(=O)Nc1c(C)n(C)n(-c2ccccc2)c1=O under Rev-erbA mod: 2
# Reading of CCN1C(=O)[C@H]2[C@@H](c3ccc(SC4CCCCC4)cc3)N[C@@](CC(C)C)(C(=O)OC)[C@H]2C1=O under Rev-erbA mod: 5
# Reading of CN(C)C(=O)CSc1nnc(C23CC4CC(CC(C4)C2)C3)o1 under Rev-erbA mod: -3

# Other compounds follow.
SMILES,ssDAF-12 act,PLCb3 inh,DAX1 inh-1,PG9 Ab binder,DAX1 inh-2,hcDAF-12 act,SMARCA2 activ,hgDAF-12 ag,Rev-erbA mod,FXN GAA850 act,sPLA2-III inh
COc1ccc(C(=O)Nc2ccc(S(=O)(=O)Nc3nccnc3OC)cc2)cc1OC,-0.6,3,1.0,1.6,1.5,-2.0,-2,-0.7,-1,-0.8,-4
Cc1ccc(-n2ncc(C(=O)NCc3ccc4c(c3)OCO4)c2NC(=O)c2ccco2)cc1C,-2.1,0,-0.7,-1.5,-0.6,-1.7,-1,-1.2,-11,1.0,-19
Cc1nc(N2CCN(c3ccccn3)CC2)c2c(C)c(C(=O)Nc3ccc(Br)cc3C)sc2n1,-1.5,-2,-0.1,1.1,1.5,-1.1,0,-1.4,40*,0.6,1
O=c1cc(N2CCc3ccccc3C2)[nH]c(=O)n1-c1ccccc1Cl,-1.0,-19,0.2,-0.1,1.3,3.2,-1,-1.3,-5,1.1,-3
Cc1cccc(S(=O)(=O)NC(=O)C2(C)CCN2C(=O)CCC2CCCC2)c1 (stereo unspecified),-0.5,-3,-0.9,-3.0,·,-1.5,-1,-0.9,2,1.2,1
CNS(=O)(=O)c1ccc2c3c(cccc13)C(=O)N2C,-0.4,i,0.0,1.3,2.5,-1.4,2,4.0,1,2.5,-2
COCCCNC(=O)CSc1nc2c(sc(=S)n2-c2cc(Cl)ccc2OC)c(=O)[nH]1,-0.6,-4,0.0,1.3,-0.6,-1.1,0,-0.2,-2,2.3,4
COc1ccc(CCNC(=O)CN(CCc2ccccc2)S(C)(=O)=O)cc1,-1.1,4,0.5,-0.5,0.2,-1.0,-5,0.8,10,4.8,5
Cc1ccc(COC(=O)CCc2nc3ccccc3c(=O)[nH]2)cc1,-0.4,0,0.1,-0.3,0.5,-0.3,-2,4.1,4,2.3,3
O=C(COC(=O)/C=C/c1cccc(C(F)(F)F)c1)Nc1cccc(S(=O)(=O)NC2=NCCC2)c1,-1.5,0,0.0,-0.2,0.1,-1.3,-3,0.5,5,0.9,-16
CCN1CCN(S(=O)(=O)c2ccc3c4c(cccc24)C(=O)N3CC)CC1,-1.1,i,0.4,-0.8,0.5,-0.3,-2,3.1,-11,-1.2,9
O=c1c(/C=N/O)coc2ccc3ccccc3c12,-1.0,-11,0.0,-2.5,0.7,0.4,2,4.5,3,2.1,-11
CCc1ccc(NC(=O)CN(C(=O)N2CCN(CC)CC2)S(=O)(=O)c2ccc(C)cc2)cc1,-1.6,-8,-3.4,1.1,2.6,0.2,-2,4.2,-3,0.4,4
CCn1c(N2CCN(CC(=O)Nc3cccc(C)c3C)CC2)nc2ccccc21,-1.5,0,-0.7,-0.8,-1.5,-3.9,-5,-1.9,-1,5.5,-1
COc1cc(NC(=O)c2cc(S(=O)(=O)N3CCCCC3)ccc2N2CCOCC2)cc(OC)c1,-1.5,-4,0.9,-1.2,1.4,-1.3,-1,1.9,22*,0.9,-9
CC1CCCCC1NC(=O)COC(=O)c1ccc2c(=O)n3c(nc2c1)CCC3 (stereo unspecified),-1.3,-15,0.7,1.5,0.0,0.0,-3,1.4,1,-0.4,11
O=C(NCCNc1ccc([N+](=O)[O-])cc1C(F)(F)F)c1ccccc1F,-0.8,4,-1.0,-0.5,-1.0,-0.9,0,-3.3,1,0.5,-14
O=C(C1CCN(S(=O)(=O)c2cnc[nH]2)CC1)N1CCN(c2ncccn2)CC1,-0.4,-6,-0.3,1.6,-0.9,-1.2,-5,1.5,2,0.4,0
O=C(Nc1ccc(C(=O)N2CCN(c3ccccn3)CC2)cc1)c1ccc(Br)o1,-0.7,-19,0.1,0.7,0.5,-1.5,0,0.6,0,0.6,2
CC(=O)c1cccc(NC(=O)CC2S/C(=N/N=C3CCCCCC3)NC2=O)c1 (stereo unspecified),-1.1,-15,0.1,-1.1,-0.2,-1.4,1,0.1,-6,0.6,-25
O=C(Nc1ccc(NC(=O)C2CC2)cn1)c1ccccc1,0.4,-6,3.4,1.0,-0.2,5.5,3,16*,-9,-1.5,3
COCCN1C=C(C(=O)OC)C(c2ccc(OC)c(OC)c2)C(C(=O)OC)=C1,-1.1,-161,0.6,0.3,-1.4,-1.3,-1,0.2,-3,2.5,-1

# Source: PubChem
